# Screening results: PubChem, several laboratories
# KOR beta-arrestin-1: KOR antagonists, beta-arrestin recruitment, cell-based, luminescence, uHTS (AID 1778); KOR beta-arrestin recruitment, luminescence, antagonist mode; higher % means a stronger effect; one-dose inhibition, % at 10 µM; IC50 in µM for titrated hits; 290,000 compounds, 0.091% hits; also: strong numbers were not always called active
# GPR55 beta-arrestin: GPR55 agonists via beta-arrestin recruitment, primary screen, imaging, U2OS cells, beta-arrestin-GFP redistribution (AID 1961); U2OS GPR55 beta-arrestin-GFP redistribution imaging; higher % means a stronger effect; 290,000 compounds, 0.048% hits; activation, % at 10 µM, or EC50 in µM where a hit was titrated;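 active = activation above 40% with more than 50 cells counted in the well; inconclusive = wells holding fewer than 50 cells, flagged as toxic or sparse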;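 also: U2OS osteosarcoma cells stably expressing GPR55 and beta-arrestin-GFP; plate controls were DMSO negative control for no effect and LPI positive control for full effect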
# NOD1 inhibition: NOD1 signaling inhibitors, primary screen, cell-based, luminescence, uHTS (AID 1578) | inhibition, % at 4 µM; hits with a dose series show EC50 in µM | NOD1-driven NF-kB luciferase reporter cells, luminescence; higher % means a stronger effect | 290,000 compounds, 1% hits; in the data active = inhibition mostly above about 36%, no sharp cut-off; inactive = mostly below about 34%;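 also: HEK-293T reporter cells stimulated with the NOD1 agonist gamma-tri-DAP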
# GPR55 LPI antagonism: inhibition of LPI-stimulated GPR55 beta-arrestin translocation – imaging, U2OS, beta-arrestin-GFP, LPI agonist, primary screen (AID 2013); 290,000 compounds, 0.13% hits; inhibition, % at 10 µM; hits with a dose series show IC50 in µM; U2OS GPR55 beta-arrestin-GFP translocation imaging, LPI antagonism; higher % means a stronger effect;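 active = spots per cell inhibited over 60%, with over 100 cells counted and total cytoplasm intensity under 500,000; inconclusive = wells with under 100 cells, flagged as likely toxic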;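 also: U2OS cells stably carrying GPR55 and arrestin-GFP stimulated by 5 µM LPI near EC80; imaged beta-arrestin-GFP aggregate spots per cell after agonist stimulation; plate controls were LPI-stimulated DMSO wells for no effect and DMSO wells without LPI for full effect; some results filed as inactive read as strong as hits; confirmed hits need IC50 under 10 µM and bright autofluorescent wells are also inconclusive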
# MgcRacGAP inhibition: MgcRacGAP GTPase-activating activity inhibitors, confirmation, biochemical, ADP Hunter fluorescence; inhibition, % at 30 µM, or IC50 in µM where a hit was titrated; MgcRacGAP-stimulated Rac1 GTP hydrolysis, ADP Hunter fluorescence; higher % means a stronger effect; GST-tagged Rac1 F28L mutant substrate; AID 624330; 340,000 compounds, 0.6% hits;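 active = first-screen hits whose inhibition reached a set limit at any dose in the follow-up dose series; inconclusive = inhibition above the set first-screen limit but never retested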;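 also: fluorescence reports GDP produced by GAP-driven GTP hydrolysis; strong numbers were not always called active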
# KOR beta-arrestin-2: KOR agonists, beta-arrestin recruitment, primary screen, cell-based, luminescence, uHTS (AID 1777). KOR beta-arrestin recruitment, luminescence; higher % means a stronger effect. one-dose activation, % at 10 µM; EC50 in µM for titrated hits. 280,000 compounds, 0.02% hits; in the data active = activation above about 50%, passing the limit was not always enough; also: a part of the inactive calls stands beside numbers as strong as those of hits
# SV40 large T antigen: TAg ATPase/helicase activity blockers – biochemical (AID 1903) | SV40 large T antigen ATPase/helicase inhibition assay; higher % means a stronger effect | inhibition, % at 20 µM, or IC50 in µM where a hit was titrated | 310,000 compounds, 0.39% hits; in the data active = a potency from the dose series; inconclusive = inhibition mostly from about 32% at the one dose, without a potency; inactive = the rest, 99 in 100 with inhibition below about 32%; also: strong numbers were not always called active
# HIV fusion peptide: cell-free HIV fusion peptide-binding blockers – biochemical, uHTS, fluorescence dequenching, primary screen (AID 1986) | cell-free peptide binding, fluorescence dequenching, 30 min; higher % means a stronger effect | inhibition, % at 20 µM, or IC50 in µM where a hit was titrated | 290,000 compounds, 0.3% hits; in the data active = inhibition mostly above about 52%, no sharp cut-off; inactive = mostly below about 76%; also: some results filed as inactive read as strong as hits
# NOD2 inhibition: NOD2 signaling inhibitors, cell-based, luminescence, uHTS, HEK293 (AID 1566); HEK293 NOD2/NF-kB luciferase reporter, luminescence; higher % means a stronger effect; one-dose inhibition, % at 4 µM; EC50 in µM for titrated hits; 290,000 compounds, 0.63% hits; also: many of its hits are not listed in these tables
# Active calls of the source: *; u = inconclusive; x = no result given; [ ] = remark or other dose. Rule as the data show it, unless noted: active = inhibition above about 50%; inactive = the rest. The list is partial; the hit share may differ from the screen's.
# Below each compound – KOR beta-arrestin-1	GPR55 beta-arrestin	NOD1 inhibition	GPR55 LPI antagonism	MgcRacGAP inhibition	KOR beta-arrestin-2	SV40 large T antigen	HIV fusion peptide	NOD2 inhibition
O=C(N/N=C\C1C(=O)NC(=S)N(c2ccccc2)C1=O)c1ccc(O)cc1 (stereo not given)
→ -3.0%	-0.2%	5.4%	18.5%	15.2%	-7.6%	8.0%	10.5%	12.9%
COc1cc(C2SCC(=O)Nc3c2c(C)nn3-c2ccccc2)cc(OC)c1OC (stereo not given)
→ -44.0%	-0.2%	1.6%	-1.1%	7.3%	0.4%	5.0%	-1.6%	-2.0%
O=C(NC(=C(Cl)Cl)P(=O)(c1ccccc1)c1ccccc1)c1ccccc1
→ 7.8%	-0.2%	-14.3%	16.9%	7.7%	3.0%	3.8%	2.1%	-8.8%
Cc1cccc(N2CCN(CCc3ccccc3)CC2)c1C
→ 19.7%	-0.1%	11.9%	5.3%	7.5%	-1.4%	-3.4%	-2.3%	-2.0%
CCOC(=O)c1c(/N=C/C2C(=O)NC(=S)NC2=O)sc2c1CCC2
→ 3.4%	-0.2%	-25.0%	4.0%	x	-3.1%	30.5%	81.3%*	3.3%
CCOc1ccc(C(=O)NC2CC3CCCC(C2)N3Cc2ccccc2)cc1 (stereo not given)
→ 7.52µM*	1.1%	-13.9%	-14.3%	12.0%	-4.9%	0.4%	0.5%	4.1%
COc1ccc(-n2c(O)c(/C(C)=N/Nc3ccccc3)c(=O)[nH]c2=O)cc1
→ 12.8%	-0.3%	-5.3%	1.8%	-9.4%	-0.8%	25.0%	-2.6%	15.1%
NS(=O)(=O)c1ccc(-c2ccc(C=C3C(=O)NC(=S)NC3=O)o2)cc1
→ -10.5%[20 µM]	-0.3%	-27.8%	9.1%	x	1.1%	10.5µM*	24.3%	4.1%
C=CCn1c(O)c(/C=C2\C=Nc3ccccc32)c(=O)[nH]c1=O
→ -81.2%	-0.1%	-4.4%	-2.4%	x	-1.6%	10.6%	12.9%	-0.3%
O=C(CCn1c(=O)oc2ccccc21)N1CCC2(CC1)OCCO2
→ -20.0%	-0.1%	-8.5%	-10.5%	3.2%	1.8%	-1.5%	-1.2%	6.7%
O=C(C(=O)N1CCOCC1)c1cn(Cc2ccc(F)cc2)c2ccccc12
→ 7.2%	-0.1%	6.2%	6.5%	0.7%	3.5%	12.9%	-0.4%	11.6%
CCN1CCN(S(=O)(=O)c2ccc(Cl)nc2)CC1
→ -2.1%	0.3%	6.4%	1.8%	11.7%	-2.2%	11.3%	-1.4%	3.9%
COc1cccc(N2C(=O)NC(=O)/C(=C/c3ccc4c(c3)Cc3ccccc3-4)C2=O)c1
→ 25.2%	-0.4%	-55.8%	11.8%	24.2%	0.3%	u	21.4%	-43.3%
CCOC(=O)c1c(/N=C/C2C(=O)NC(=S)NC2=O)sc(C)c1C
→ -12.7%	-0.6%	-19.6%	-2.1%	x	4.9%	18.8%	30.3%	6.3%
CCN1C(=O)CC(c2cccnc2)=Nc2ccccc21
→ -8.5%[20 µM]	-0.1%	-37.0%	10.8%	7.2%	-7.3%	0.5%	-0.4%	6.3%
CCOC(=O)C1(CCOc2ccccc2)CCN(Cc2cccc(O)c2)CC1
→ 27.4%	-0.1%	-16.8%	17.1%	6.2%	-5.0%	10.1%	-0.5%	-45.5%
CCn1ccnc1CN1CCCC(C(=O)c2ccc(SC)cc2)C1 (stereo not given)
→ -15.6%	-0.2%	7.5%	0.8%	8.5%	-0.4%	10.1%	-0.6%	15.0%
COP(=O)(OC)C(Nc1ccccn1)c1ccccc1 (stereo not given)
→ -13.5%	0.4%	14.3%	-7.6%	0.4%	-5.2%	3.4%	-0.3%	-4.0%
CC(=NCCCn1ccnc1)c1c(O)n(C)c(=O)n(C)c1=O
→ -4.9%	0.2%	-21.6%	0.3%	2.2%	-0.4%	6.6%	0.5%	-7.0%
C=C(c1ccccc1)P(=O)(O)O
→ 36.7%	-0.1%	-57.3%	3.4%	2.9%	0.6%	0.4%	0.6%	8.8%
O=c1c2ccccc2nc(CNCc2ccco2)n1-c1ccc(F)cc1
→ 28.8%	-0.2%	-14.2%	3.8%	7.4%	-0.7%	4.0%	15.5%	4.8%
Cc1nn(-c2ccccc2)c(Cl)c1C1C(C#N)=C(N)Oc2c1c(=O)oc1ccccc21 (stereo not given)
→ -25.4%	-0.4%	-12.2%	0.7%	6.8%	3.5%	17.8%	0.3%	3.2%
CN(C(=O)Oc1ccc(C(C)(C)C)cc1)c1ccccc1
→ 17.7%	-0.2%	-24.2%	-7.9%	3.0%	-6.2%	22.0%	-1.5%	-37.8%
N#CC(C#N)=Cc1ccc(-c2ccccc2F)o1
→ 20.7%	1.2%	-1.0%	-1.1%	5.2%	-0.7%	-63.4%	20.3%	13.8%
O=C(CNC(=O)c1ccc(Cl)cc1)Nc1ccc(Br)cc1C(=O)c1ccccc1
→ -41.4%	0.1%	-7.0%	-3.6%	-0.5%	7.8%	3.0%	1.6%	-24.6%
CC(C)C(=O)c1cn(Cc2ccccc2C#N)c2ccccc12
→ 22.0%	-0.4%	-11.1%	8.1%	12.6%	2.2%	-0.5%	-2.5%	11.1%
CCOP(=O)(OCC)c1ccc(O)cc1
→ 11.3%	-0.6%	-4.6%	7.1%	7.6%	4.4%	8.2%	-1.2%	14.0%
CC(C)=CCc1c(O)cc2c(c1O)C(=O)CC(c1ccc(O)cc1)O2 (stereo not given)
→ 35.4%	0.0%	5.8%	7.7%	2.3%	6.3%	8.8%	0.4%	-18.0%
OC(c1ccccc1)(c1ccc(Cl)cc1)C1CN2CCC1CC2 (stereo not given)
→ -15.7%	-0.2%	8.0%	2.3%	13.0%	0.1%	1.6%	0.1%	-27.1%
O=c1c2ccccc2nc(-c2ccc([N+](=O)[O-])cc2)n1-c1ccccc1
→ -26.6%	-0.3%	-0.9%	5.7%	7.6%	-5.3%	10.3%	1.5%	21.4%
CCCCC(CC)COCCCN=Cc1c(O)[nH]c(=S)[nH]c1=O (stereo not given)
→ 26.0%	-0.2%	34.9%*	-2.8%	x	-2.1%	5.6%	-0.2%	-6.2%
Cc1nc2ccccc2c(=O)n1-c1ccc(-c2ccccc2)cc1
→ 19.3%	0.2%	-3.8%	2.1%	-10.1%	0.6%	2.7%	-0.2%	21.1%
CCc1ccc(-n2c(O)c(/C=N/NC(=O)c3ccncc3)c(=O)[nH]c2=O)cc1
→ -5.7%	0.6%	-28.3%	3.7%	0.1%	-2.6%	2.4%	6.4%	3.5%
COc1ccn(C)c(=O)c1C#N
→ 15.8%	0.2%	1.3%	-14.8%	3.0%	0.8%	1.9%	-1.2%	19.1%
COc1ccc(CC2C(=O)N(c3ccccc3)C(=O)N(c3ccccc3)C2=O)c(OC)c1
→ -29.1%	-0.1%	10.2%	4.5%	4.6%	3.6%	13.1%	2.7%	7.3%
Cn1c(O)c(C(=NCCc2c[nH]c3ccccc23)c2ccccc2)c(=O)n(C)c1=O
→ -48.1%[20 µM]	-0.1%	-2.1%	-3.9%	1.8%	-4.8%	8.7%	-1.3%	26.2%
CCn1c(O)c(C=NCCN2CCOCC2)c(=O)n(CC)c1=S
→ -13.1%	-0.1%	-11.2%	-6.4%	-12.2%	1.5%	7.0%	2.7%	20.2%
COc1ccc(C(=O)C2CCCN(C3CSCCSC3)C2)c(OC)c1 (stereo not given)
→ 3.4%	-0.2%	10.6%	3.4%	-2.2%	-2.0%	1.4%	1.0%	10.5%
CN=C(SCc1ccccc1)c1c(O)n(C)c(=O)n(C)c1=O
→ 23.0%	-0.2%	-17.4%	0.3%	0.3%	-4.9%	x	-1.9%	-5.5%
CN1CCCC(C(=O)c2ccc(-c3ccccc3)cc2)C1 (stereo not given)
→ -67.2%[20 µM]	1.4%	34.4%	-4.2%	11.6%	6.1%	3.0%	-0.6%	-6.0%
O=C(O)Cn1cc(/C=C2\C(=O)NC(=O)N(Cc3ccco3)C2=O)c2ccccc21
→ 20.1%	-0.4%	-24.2%	13.0%	u	-2.6%	u	55.6%	5.1%
O=C(C1CCC(=O)N1C1CCCC1)N1CCC2(CC1)OCCO2 (stereo not given)
→ 5.0%	0.2%	11.4%	14.3%	7.0%	-3.7%	5.1%	-1.6%	15.4%
O=C1NC(=O)C(=Cc2ccccc2OCCOc2ccc([N+](=O)[O-])cc2)C(=O)N1
→ 2.0%	0.0%	-50.0%	-6.1%	x	3.1%	55.9µM*	0.7%	-10.8%
Cn1c(O)c(C(=Nc2ccccc2)SCc2ccc(Cl)cc2)c(=O)n(C)c1=O
→ 26.0%	-0.1%	-7.3%	6.7%	16.3%	5.2%	30.6%	6.4%	10.0%
C[C@@H]1C(=O)O[C@@H]2[C@H](O)C34[C@@H]5OC(=O)C3(O[C@H]3OC(=O)[C@H](O)C34[C@H](C(C)(C)C)[C@H]5O)[C@@]12O (stereo not given in full)
→ 20.1%	0.2%	-9.5%	-3.8%	2.1%	-0.1%	8.7%	1.8%	15.1%
CC(C)(C#CC(=O)O)OOC(c1ccccc1)(c1ccccc1)c1ccccc1
→ -12.8%	-0.1%	2.5%	0.6%	4.5%	-4.9%	20.3%	42.6%	9.5%
CCOP(=S)(OCC)Oc1cc(C)oc(=O)c1Cl
→ 11.9%	-0.1%	10.2%	-9.6%	17.5%	-2.1%	8.5%	-0.7%	21.5%
CCc1ccc(N2C(=O)NC(=O)C(Cc3ccc(OC)cc3OC)C2=O)cc1 (stereo not given)
→ -6.3%	-0.1%	1.0%	4.1%	1.9%	-3.8%	-0.5%	4.4%	11.0%
O=C1NC(=O)C(C/C=C/c2ccccc2)C(=O)N1
→ 10.2%	-0.2%	-15.9%	-3.2%	1.7%	-4.8%	10.2%	-1.3%	-9.1%
C=CCn1c(O)c(C=Nc2ccc(OC)cc2C)c(=O)[nH]c1=O
→ 15.3%	-0.2%	-18.3%	4.0%	5.9%	-3.6%	6.8%	9.0%	-8.0%

# Laid out differently: results already given
compound	KOR beta-arrestin-1	GPR55 beta-arrestin	NOD1 inhibition	GPR55 LPI antagonism	MgcRacGAP inhibition	KOR beta-arrestin-2	SV40 large T antigen	HIV fusion peptide	NOD2 inhibition
CCOP(=S)(OCC)Oc1cc(C)oc(=O)c1Cl	11.9%	-0.1%	10.2%	-9.6%	17.5%	-2.1%	8.5%	-0.7%	21.5%
CC(C)(C#CC(=O)O)OOC(c1ccccc1)(c1ccccc1)c1ccccc1	-12.8%	-0.1%	2.5%	0.6%	4.5%	-4.9%	20.3%	42.6%	9.5%
